# PAX8 reporter: inhibitors of PAX8 transcriptional activity in RMG-I cells | RMG-I TPO-luciferase reporter, SteadyGlo, 24 h | inhibition, % at 12.6 µM | actives 1.2% (n = 360,000);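 active = mean replicate inhibition at least 60% with every replicate also reaching 60%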;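 note: luciferase light reporting Pax8 driven TPO promoter activity; plate controls were median of neutral control wells for no effect and mitoxantrone controls for full effect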
# DENV2 CPE rescue: DENV2-induced cell death inhibition; actives 1.7% (n = 350,000); DENV2-infected cells, cytopathic effect rescue, plate reader; CPE inhibition, % at 9.99 µM; AID 651640; in the data active = CPE inhibition above about 20%, passing the limit was not always enough; tested in BHK-21 cells;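 note: 0% = median of neutral control wells and 100% = median of positive control wells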
# INS-1E GSIS act: primary screen for activators of insulin secretion dependent on glucose, INS-1E cells, GLuc reporter luminescence | INS-1E GLuc reporter insulin secretion, 2-3 h | activation, % at 16.6 µM | actives 0.61% (n = 370,000) | AID 743287;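 active = lowest replicate activation of at least 40%, so every replicate reaches that level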;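 note: 0% = median of neutral control wells and 100% = median of IBMX positive control wells; some compounds called inactive have numbers as strong as hits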
# CFTR F508del cor: CFTR F508del correction in bronchial cells. CFBE cells, YFP halide quenching; stimulated with forskolin plus potentiator P3; % fluorescence drop versus neutral controls. activity (quench increase), % at 7.58 µM. actives 0.36% (n = 350,000);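 active = mean added fluorescence quench of at least 8% versus neutral control, with both replicates also reaching 8%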;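 note: cells transiently co-express mutant CFTR-F508del with the halide-sensitive YFP; corrector assay measuring rescue of mutant channel to the surface after 24 h compound exposure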
# miR122 inh: inhibitors of miR-122 in Huh7 cells. actives 0.3% (n = 340,000). activation (reporter increase), % at 12.5 µM. Huh7 miR-122 Renilla luciferase sensor, 48 h; neutral wells = 0, positive control = 100. AID 602342;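 active = mean replicate activation score at least 90 and every replicate individually at or above 90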;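 note: higher luciferase means less miR-122 activity so hits act as miR-122 inhibitors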
# EWS-Fli inh: EWS/Fli transcriptional activity inhibition; A673 NR0B1-luciferase reporter, viability-normalised; inhibition, % at 12.6 µM; actives 0.67% (n = 350,000); AID 651661;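 active = mean inhibition of at least 50% after viability correction, with every replicate also passing that limit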;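 note: firefly luciferase signal divided by Alamar Blue viability fluorescence both relative to DMSO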
# FN deposition inh: fibronectin deposition inhibition. actives 0.086% (n = 350,000). AH1F fibroblasts, Alexa488-fibronectin deposition fluorescence, overnight. inhibition, % at 12.6 µM;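 active = mean inhibition across replicates of 30% or more, regardless of how many single replicates reach that level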;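 note: positive control wells lacked labelled fibronectin entirely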
#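 Material: AH1F fibroblasts assembling fluorescent fibronectin matrix; amount: 10000 AH1F cells/well; medium: DMEM, 2% serum; reagent: Alexa488-fibronectin, 24 nM final in well; dosing: single compound dose, delivered by pin transfer; incubation: 1 h adhesion, overnight exposure; detection: fluorescence after three HBSS washes, excitation 485 nm, emission 525 nm; measure: fibronectin deposition inhibition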
# Numbers without * were called inactive; / = not tested or not shown; [ ] = another dose, or the depositor's remark.
SMILES,PAX8 reporter,DENV2 CPE rescue,INS-1E GSIS act,CFTR F508del cor,miR122 inh,EWS-Fli inh,FN deposition inh
Cc1cc(=O)[nH]c(SC(C(=O)O)c2ccccc2)n1 (stereo not drawn),-2.3,/,4.2,/,-10.0,/,1.2
Cc1ccc(SCC(=O)NCC2COc3ccccc3O2)cc1 (stereo not drawn),-2.4,-3.3,/,2.7,-6.6,0.5,4.2
Cc1ccc(-n2ccn(CC(=O)NCCc3ccccc3)c(=O)c2=O)cc1C,-40.9,0.8,14.5,2.3,-6.0,/,0.8
Cc1ccc(N(CC(=O)NC(C)C)C(=O)CCC(=O)Nc2nccs2)cc1,10.1,5.3,/,0.1,-8.1,3.1,8.0
Cc1ccc(N(CC(O)CON=C2c3ccccc3-c3ccccc32)S(C)(=O)=O)cc1 (stereo not drawn),/,11.8,-5.9,-2.6,/,-1.6,/
O=C(Nc1cccc(Cl)c1)c1csc(COCCO)n1,-164.0,-2.7,/,1.2,1.2,-63.5,6.8
CCCCN1C(=S)SC(C)(C)C1/[N+]([O-])=C/c1ccc(S(=O)(=O)NC)cc1 (stereo not drawn),3.0,1.5,8.0,-2.2,-3.8,-4.8,6.1
O=C(N/N=C\c1coc2ccccc2c1=O)c1ccco1,-2.4,2.3,2.3,0.0,-0.5,0.3,-1.4
O=C(NCCN1CCCC(O)C1)c1cc(COc2cccc(C(F)(F)F)c2)on1 (stereo not drawn),-4.1,-3.9,0.7,-2.6,3.0,-4.4,0.5
CCCNC(=O)C[C@@H]1CC[C@@H]2[C@@H](COc3ccc(NC(=O)c4cccc(Cl)c4)cc3C(=O)N2C)O1,2.1,/,-6.5,-0.9,-25.0[16.7 µM],3.4,-6.9
Cc1c(NC(=O)CCc2ccccc2)cccc1[N+](=O)[O-],1.9,0.5,0.4,-1.8,0.3,-6.8,6.4
Cc1cc([N+](=O)[O-])nn1CC(=O)Nc1cc(F)ccc1F,3.3,-7.2,-1.3,0.2,/,-7.8,4.8
O=C(O)C1=C(C(=O)Nc2cc(C(F)(F)F)ccc2Cl)CCCC1,4.5,-3.3,6.5,-0.4,-0.1,3.7,-0.9
CC(C)C(=O)c1cn(CC(=O)NCc2ccc3c(c2)OCO3)c2ccccc12,0.4,/,/,/,-5.4,/,0.1
O=C1CN(S(=O)(=O)c2ccccc2)C[C@@H]2[C@H](c3ccc(C#Cc4ccccc4)cc3)[C@@H](CO)N12,/,1.8,-6.5,1.3,/,/,/
CCCN1[C@H](CO)[C@H](c2ccc(C3=CCCC3)cc2)[C@H]1CN(C(C)=O)C1CCCC1,/,-1.3,-9.5,0.5,/,-1.9,-7.9
N#C/C(=C\c1ccc(C#N)cc1)C(=O)c1ccccc1,-9.1,1.7,-2.9,-0.7,6.6,-2.1,0.5
N#Cc1cccc(NC(=O)Cn2cnc(S(=O)(=O)N3CCCC3)c2)c1,-14.2,15.8,-3.9,-0.7,-2.5,/,-11.3
C[C@@H]1CN([C@H](C)CO)C(=O)CCCn2cc(nn2)CO[C@@H]1CN(C)Cc1ccc(C(=O)Nc2ccccc2N)cc1,/,7.1,13.4,-2.6,-2.5[16.7 µM],-2.0,-15.7
CC1CCN(C(=O)C(Cc2ccccc2)n2cccc2)CC1 (stereo not drawn),-3.4,-4.5,/,6.4,-7.4,0.5,-2.1
C[C@@H]1CN([C@H](C)CO)C(=O)c2cc(-c3cccc(C#N)c3)cnc2O[C@@H]1CN(C)Cc1cncnc1,/,-5.8,4.3,-0.4,0.5[16.7 µM],-23.3,17.3
C[C@@H]1CCCCO[C@@H](CN(C)C(=O)Nc2ccc(C(F)(F)F)cc2)[C@@H](C)CN([C@H](C)CO)C(=O)c2cc(NS(C)(=O)=O)ccc2O1,-4.9,-0.5,-2.7,-3.6,4.3[16.7 µM],-5.3,/
CCCCCCn1c(CN2CCC(C)CC2)nc2c1c(=O)n(C)c(=O)n2C,/,-3.0,/,-0.1,2.8,12.0,/
c1ccc(Cn2nc(-c3ccccc3)nc2-c2ccccc2)cc1,-59.1,/,-1.3,/,-2.5,/,3.3
O=C(C1CCC1)N1CCN(S(=O)(=O)c2ccccc2)CC1,-3.6,-3.8,17.5,-0.2,/,-6.9,6.9
COc1ccc(CCNC(=O)C2CCCN2C(=O)Nc2ccc(Cl)cc2)cc1OC (stereo not drawn),8.9,-2.3,-1.3,1.8,-1.9,-7.4,-1.6
COc1cc(/C=N/NC(=O)c2cccnc2)ccc1OC(=O)c1cc(OC)c(OC)c(OC)c1,-5.4,0.5,0.3,1.0,-0.4,6.2,4.5
O=C(NCc1ccc(F)cc1)NC(=O)c1ccc(Cl)cc1,-12.7,3.2,14.6,0.9,-6.1,/,3.0
C/C(=N\Nc1cccc([N+](=O)[O-])c1)c1ccccc1O,-141.6,6.3,-4.2,-0.7,/,-134.9,-4.2
CC(OC(=O)CNC(=O)c1cccc(F)c1)C(=O)NC1CCCCC1C (stereo not drawn),2.6,4.1,9.9,-2.9,/,-5.0,5.9
COc1ccc(C(=O)C2CCCN(Cc3cccn3-c3ccccn3)C2)c(C)c1 (stereo not drawn),5.0,-7.5,-12.2,2.4,/,15.7,13.9
CCC(/C=N/NC(=O)CCCCC(=O)N/N=C/C(CC)CC)CC,7.3,/,2.8,0.0,-1.7,-3.9,/
CC(Oc1ccc2c(-c3ccccc3)cc(=O)oc2c1)C(=O)N[C@H](Cc1c[nH]c2ccccc12)C(=O)O (stereo partly drawn),/,-10.8,14.9,0.2,-21.7,-2.0,/
Cc1noc(C)c1S(=O)(=O)N(C)C[C@@H]1OCCCC[C@H](C)Oc2ccc(NS(=O)(=O)c3ccc(F)cc3)cc2C(=O)N([C@H](C)CO)C[C@@H]1C,37.0,-12.2,-0.3,1.9,-9.1[16.7 µM],9.0,-1.3
CO[C@H]1CN(C)C(=O)c2cc(NC(=O)Nc3ccc(C(F)(F)F)cc3)ccc2OC[C@@H](C)NC[C@H]1C,/,-1.4,-13.9,-1.2,/,-3.8,23.4
Cc1ccccc1S(=O)(=O)NCC[C@@H]1CC[C@@H](NC(=O)C2CCOCC2)[C@@H](CO)O1,-13.8,6.1,9.1,0.4,9.1[16.7 µM],-6.3,/
COc1ccc(C(CNC(=O)c2ccc(NS(=O)(=O)c3ccc(F)c(C)c3)cc2)N2CCCC2)cc1 (stereo not drawn),-11.9,0.2,-71.0,1.1,-5.1,-0.2,-3.9
Cc1ccc(N2CCN(S(=O)(=O)N(C)C)CC2)c(C)c1,-26.5,-2.1,/,2.0,-0.7,-15.2,-0.3
Nc1nc2c(ncn2[C@@H]2O[C@H](C(=O)N[C@H](Cc3ccccc3)C(=O)NCCCc3ccccc3)[C@@H](O)[C@H]2O)c(=O)[nH]1,7.3,7.9,9.8,-0.1,/,-25.2,10.9
COc1ccc(NC(=O)CN(C)C(=O)C(NC(=O)c2ccco2)C(C)C)cc1 (stereo not drawn),12.2,1.9,20.2,6.3,-3.9,-5.5,5.1
COCC(=O)Nc1ccc2c(c1)C(=O)N(C)[C@@H]1CC[C@@H](CC(=O)NCc3ccccc3)O[C@@H]1CO2,-8.6,1.3,7.1,2.6,2.6[16.7 µM],-8.4,-5.3
O=P(Cc1ccccn1)(c1ccccc1)c1ccccc1,/,0.5,9.3,-0.6,/,0.0,/
CC(C)c1ccc(Nc2nnc(SCC(=O)Nc3ncc(S(=O)(=O)c4ccc([N+](=O)[O-])cc4)s3)s2)cc1,-29.9,-0.8,-2.3,-0.2,/,-23.8,4.2
CCCN1CCN(C(=O)c2cc(COc3ccc4ncccc4c3)on2)CC1,0.0,16.2,-24.8,-0.7,/,8.2,2.2
Cc1c(C(=O)N2CCCCC2)c(S(=O)(=O)N2CCN(c3ccccc3F)CC2)c(C)n1C,17.2,2.5,4.5,-0.4,-3.0,/,-5.1
O=C(C[C@H]1CC[C@H]2[C@@H](COC[C@H](O)CN2C(=O)Nc2ccc(Cl)c(Cl)c2)O1)NCc1ccc(Cl)cc1,69.7*,-22.9,-19.4,3.6,-8.4[16.7 µM],-9.2,-25.1
C[C@@H]1CN([C@H](C)CO)C(=O)c2cc(N(C)C)ccc2O[C@@H](C)CCCCO[C@@H]1CN(C)C(=O)CCCN(C)C,-0.1,-2.1,38.2,-0.8,0.1[16.7 µM],-7.5,/
O=C(CNCCc1ccc(Cl)cc1)Nc1ccc(C(=O)N2CCCCC2)cc1,13.6,-2.3,-33.1,-0.6,2.8,8.4,1.1
Cc1cc(C)n(CC(=O)NNC(=O)c2ccc(S(C)(=O)=O)cc2)n1,/,-4.2,13.1,1.0,/,-7.1,1.9
COC(=O)C1=C(C)N(Cc2ccc(F)cc2)C(=S)NC1c1ccc(F)cc1 (stereo not drawn),12.3,-13.8,-20.4,-0.1,/,-0.5,0.3

# The listing continues:
SMILES,PAX8 reporter,DENV2 CPE rescue,INS-1E GSIS act,CFTR F508del cor,miR122 inh,EWS-Fli inh,FN deposition inh
C/C(=N\NC(=O)C(=O)Nc1ccc(C)c(Cl)c1)c1ccncc1,-9.3,/,-17.6,/,/,/,-12.4
CCC(=O)Nc1ccc2c(c1)OC[C@H](C)N(C(=O)NC(C)C)C[C@H](C)[C@@H](OC)CN(C)C2=O,/,16.5,-6.0,-3.0,/,3.7,12.6
O=C(c1cccs1)N1CCN(C23CC4CC(CC(C4)C2)C3)CC1,-2.2,14.0,1.3,-1.0,-2.1,-1.1,20.0
COc1ccc(/C=N/NC(=O)CNC(=O)/C=C/c2ccco2)cc1OC,-1.1,-1.9,16.1,-1.3,-5.1,-6.1,-8.8
COc1ccc2nc(NC(=O)CS(=O)(=O)Cc3ccccc3)sc2c1,-7.7,12.1,4.1,-1.7,/,1.9,-7.7
C/C=C/c1ccc2c(c1)O[C@H](CN(C)C(=O)c1ccccn1)[C@@H](C)CN([C@@H](C)CO)S2(=O)=O,/,-4.6,-5.0,-0.2,13.5[16.7 µM],-0.5,/
COc1ccc(-c2ccc(CN3C(CC(C)C)C(=O)N(Cc4cn(CC5CCCCC5)nn4)CCS3(=O)=O)cc2)cc1OC (stereo not drawn),-10.3,15.2,-3.1,-1.7,0.0,-0.5,1.8
O=C(NCCC1=CCCCC1)C1CCN(S(=O)(=O)c2cnc[nH]2)CC1,-8.4,/,/,/,-1.9,/,-3.8
Cc1ccc(CN2CC34C=CC(O3)C(C(=O)NCc3ccco3)C4C2=O)cc1 (stereo not drawn),-2.7,/,5.6,/,2.1,/,14.3
Cc1cccc(N(CC(=O)NC(C)C)C(=O)CCC(=O)Nc2ccccn2)c1,-13.3,-1.3,6.7,-7.4,/,3.3,-7.7

# Only CFTR F508del cor, PAX8 reporter and INS-1E GSIS act, for 3 of the compounds above:
SMILES	CFTR F508del cor	PAX8 reporter	INS-1E GSIS act
CC1CCN(C(=O)C(Cc2ccccc2)n2cccc2)CC1 (stereo not drawn)	6.4	-3.4	/
C[C@@H]1CN([C@H](C)CO)C(=O)c2cc(-c3cccc(C#N)c3)cnc2O[C@@H]1CN(C)Cc1cncnc1	-0.4	/	4.3
C[C@@H]1CCCCO[C@@H](CN(C)C(=O)Nc2ccc(C(F)(F)F)cc2)[C@@H](C)CN([C@H](C)CO)C(=O)c2cc(NS(C)(=O)=O)ccc2O1	-3.6	-4.9	-2.7

# Next part
SMILES,PAX8 reporter,DENV2 CPE rescue,INS-1E GSIS act,CFTR F508del cor,miR122 inh,EWS-Fli inh,FN deposition inh
COc1ccc(C(=O)NC2CC2)cc1OC1CCN(Cc2ccccc2F)CC1,19.6,-0.4,-3.2,-3.5,-8.8,3.9,-4.9
CSc1ccccc1NC(=O)CN1CC(C)OC(C)C1 (stereo not drawn),9.5,-2.0,-0.6,-4.0,4.5,-77.6,-3.1
CCS(=O)(=O)N1C[C@@H](C)[C@H](OC)CN(C)C(=O)c2cc(NS(=O)(=O)c3ccccc3C)ccc2OC[C@H]1C,/,-1.9,8.9,-0.3,/,-4.0,-6.9
C[C@H](CO)N1C[C@H](C)[C@H](CN(C)Cc2ccc3c(c2)OCO3)Oc2c(NC(=O)c3cnccn3)cccc2C1=O,29.3,11.9,20.6,0.0,81.8[16.7 µM],-2.7,/

# High-throughput results as filed in PubChem BioAssay.
